PPARg SRC2 recr – PPARgamma-driven SRC-2 recruitment agonism | P37231 | PPARgamma LBD-SRC-2 recruitment, biochemical | activation, % at 8 µM | 200,000 tested, 0.34% active; in the data active = activation above about 22%;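 note: 0% = vehicle and 100% = reference agonist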
STAT1 blocker – STAT1 signaling inhibition | NIH 3T3 STAT1-luciferase reporter, IFN-gamma, luminescence | inhibition, % at 5.5 µM | AID 920 | 200,000 tested, 0.35% active;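 active = inhibition above a set limit, the mean inhibition across all tested compounds plus 3 SD, cut at about 34% in these data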;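 note: 0% = IFN-gamma with DMSO and 100% = IFN-gamma with 300 µM nifuroxazide; values of inactives mirror those of a sister screen read the other way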
SRC2 TRFRET art – counter-screen for PPARgamma SRC-2 recruitment agonists: TR-FRET artefact; hits give high values; TR-FRET ratio at 8 µM; 200,000 tested, 0.4% active; in the data active = TR-FRET ratio above about 2000; note: inactives centre near 1500
S1P3 antag – blocks the human S1P3 receptor. 170,000 tested, 0.27% active. AID 485. CHO S1P3 NFAT-BLA reporter, FRET fluorescence, antagonist mode. inhibition, % at 4.98 µM;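 active = inhibition above the plate cutoff, the mean inhibition of test wells on that plate plus 3 SD, cut at about 28% in these data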;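 note: cells challenged with S1P at its EC80 of 0.8 µM; blue over green emission ratio from cleaved BLA substrate after 4 h stimulation; 0% = S1P-stimulated wells and 100% = unstimulated DMSO-only wells; some compounds past the cut are filed as inactive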
Target sequence (Q99500 whole entry, looked up): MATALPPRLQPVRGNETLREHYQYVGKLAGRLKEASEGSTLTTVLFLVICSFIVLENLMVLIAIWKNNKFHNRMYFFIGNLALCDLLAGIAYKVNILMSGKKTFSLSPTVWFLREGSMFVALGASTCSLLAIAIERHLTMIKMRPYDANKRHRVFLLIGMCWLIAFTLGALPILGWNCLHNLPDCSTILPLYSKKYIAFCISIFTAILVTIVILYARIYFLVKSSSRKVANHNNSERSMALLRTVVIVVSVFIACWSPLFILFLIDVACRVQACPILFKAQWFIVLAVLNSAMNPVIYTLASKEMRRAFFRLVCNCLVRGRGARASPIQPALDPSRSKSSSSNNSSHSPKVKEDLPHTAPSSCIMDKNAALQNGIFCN
TLR4-MyD88 BLA – inhibitors of human TLR4-MyD88 binding; O00206+Q99836; HeLa CL3-4 TLR4/MyD88 BLA complementation, FRET ratio; inhibition, % at 8.4 µM; 200,000 tested, 0.18% active; AID 861; in the data active = inhibition above about 25%;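 note: 0% = vehicle and 100% = reference inhibitor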
STAT3 activator – activators of IL-6 induced STAT3 signaling. U3A cells, IL-6 STAT3-luciferase reporter, luminescence; 100% = signal with IL-6 EC80 alone. activation (% of control), % at 5.6 µM. 190,000 tested, 0.91% active;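 active = activation above the screen-wide mean of compound activation plus 3 SD, cut at about 130% in these data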;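 note: 0% = background luminescence of wells with medium and substrate only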
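Material: STAT1-lacking human U3A cells, STAT3 luciferase reporter | Benchmarks: IL-6-only wells as 100% reference | Probe or stimulus: IL-6 (33 ng/mL) | Timing: Compound 1 h, then IL-6 6 h at 37 °C | Detection: Luminescence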
ROMK primary – modulates human ROMK potassium channel activity; B-score at 10 µM; Tet-inducible ROMK, thallium flux fluorescence; actives lie on both sides; AID 1918; 130,000 tested, 2% active;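 active = signal ratio slope over the read window, or its plate-corrected B-score, at least 3 SD from the plate mean, either direction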;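 note: B-score of the F/F0 ratio slope over 7 to 12 s after thallium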
Target sequence (P48048 whole entry, looked up): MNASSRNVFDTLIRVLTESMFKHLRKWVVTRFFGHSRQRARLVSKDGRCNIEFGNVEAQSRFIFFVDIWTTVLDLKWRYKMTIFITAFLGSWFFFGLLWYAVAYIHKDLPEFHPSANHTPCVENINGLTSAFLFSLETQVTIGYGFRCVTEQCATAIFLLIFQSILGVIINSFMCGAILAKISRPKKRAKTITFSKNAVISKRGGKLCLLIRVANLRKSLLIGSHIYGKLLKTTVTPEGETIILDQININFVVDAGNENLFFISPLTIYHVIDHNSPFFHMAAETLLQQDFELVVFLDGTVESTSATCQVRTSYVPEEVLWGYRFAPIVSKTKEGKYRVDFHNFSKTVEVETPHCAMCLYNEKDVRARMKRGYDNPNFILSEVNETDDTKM
PPARg SRC3 recr – promotes SRC-3 coactivator recruitment by human PPARgamma; activation, % at 8 µM; 200,000 tested, 0.26% active; AID 731; P37231; biochemical PPARgamma/SRC-3 coactivator recruitment assay; in the data active = activation above about 23%;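 note: 0% = DMSO and 100% = reference agonist; some compounds past the cut are filed as inactive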
PPARg SRC-1 ag – PPARgamma-driven SRC-1 recruitment agonism | P37231 | PPARgamma-SRC-1 coactivator recruitment biochemical assay | activation, % at 8 µM | 200,000 tested, 0.41% active; in the data active = activation above about 19%;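 note: 0% = DMSO and 100% = reference agonist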
STAT3 inh – inhibitors of IL-6 induced STAT3 signaling; AID 862; 190,000 tested, 0.89% active; inhibition, % at 5.5 µM; U3A cells, IL-6 STAT3-luciferase reporter, luminescence; host cell line lacks STAT1;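 active = inhibition above the mean inhibition across all screened compounds plus 3 SD, cut at about 44% in these data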;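 note: 0% = DMSO only wells and 100% = 100 µM nifuroxazide control wells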
RAM network inh – blocks the yeast RAM network | S. cerevisiae dse1pr::URA3 reporter, 5-FOA growth OD615, 2 d; analog-sensitive cbk1-as2 kinase mutant strain | inhibition, % at 50 µM | 190,000 tested, 1.8% active | AID 868;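 active = inhibition above a set limit, 3 SD over mean compound inhibition, cut at about 8.4% in these data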;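 note: 0% = DMSO-only wells with no growth and 100% = 10 µM 1-NA-PP1 full growth; inhibition rescues growth on 5-FOA so higher OD means more RAM inhibition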
The depositor's hits bear a star; nt = no result given.

Molecule,PPARg SRC2 recr,STAT1 blocker,SRC2 TRFRET art,S1P3 antag,TLR4-MyD88 BLA,STAT3 activator,ROMK primary,PPARg SRC3 recr,PPARg SRC-1 ag,STAT3 inh,RAM network inh
CC/C(=N\Nc1ccccc1[N+](=O)[O-])c1ccc(O)cc1,3,-11,1536,4,-5,97,-0.0017,4,12,6,1.6
CC1CCCN(C(=O)N2c3ccccc3Sc3ccccc32)C1 (configuration not stated),4,-7,1497,nt,-5,101,0.7,-4,-2,4,10*
CCC(C)C(=O)Nn1c(C2CC2)nc2cc(OC)c(OC)cc2c1=O (configuration not stated),-5,-2,1500,-16,-4,105,1,-1,5,-4,0.7
CCC(=O)Nc1ccc(C(=O)Nc2ccc3c(c2)C(=O)N(CC2CCCO2)C3=O)cc1 (configuration not stated),8,2,1649,4,16,93,nt,-2,5,8,1.1
COc1ccccc1S(=O)Cc1ccc(C(=O)NC2CCCC2)o1 (configuration not stated),11,4,1690,4,-2,94,nt,7,5,16,1.1
Cc1ccc(C)c(NC(=O)CCC(=O)NNC(=O)c2cccc([N+](=O)[O-])c2)c1,4,1,1657,nt,7,99,nt,7,1,4,3.3
O=C(CCC(=O)N(CC(=O)NC1CCCCC1)c1ccc2c(c1)OCCO2)Nc1ccccn1,5,4,1660,-17,-5,94,0.42,3,11,9,2.5
Cc1cc2[nH]c3ccccc3c2c(C)n1,4,-13,1550,-1,-12,109,nt,0,0,-7,5.1
N#C/C(=C(/O)c1ccccc1F)c1nc2cc(C(F)(F)F)ccc2s1,-6,-13,1359,-10,0,102,1.5,0,-2,10,1.7
CCC(=O)c1ccc(N2CCN(C(=O)c3ccc(Br)cc3)CC2)c(F)c1,-6,-1,1415,4,-4,103,nt,-1,6,0,1.7
COc1ccc(CNC(=O)C2CCN(c3nc(OC)nc(OC)n3)CC2)cc1,-5,5,1617,nt,8,91,nt,5,-1,21,2.1
CC(C)(C)C(=O)Nc1nc2ccc(S(C)(=O)=O)cc2s1,-1,-21,1628,7,-1,104,-0.2,-2,4,3,2.4
CC(=O)Nc1ccc(NC(=O)COc2ccccc2C(=O)Nc2cccc(Cl)c2Cl)cc1,3,-1,1418,8,-1,136*,nt,2,0,-40,3.9
O=C(CNC(=O)Cc1ccccc1)NCC(=O)OCC(=O)c1ccccc1Cl,-5,0,1361,nt,-2,104,0.53,-7,3,2,2.2
O=C(Cn1cnc2c(nnn2-c2ccc(F)cc2)c1=O)NCc1ccco1,-5,17,1347,12,-13,102,nt,-10,-3,2,3.3

Just PPARg SRC2 recr, S1P3 antag and ROMK primary, for some of the entries so far:
molecule	PPARg SRC2 recr	S1P3 antag	ROMK primary
COc1ccc(CNC(=O)C2CCN(c3nc(OC)nc(OC)n3)CC2)cc1	-5	nt	nt
CCC(C)C(=O)Nn1c(C2CC2)nc2cc(OC)c(OC)cc2c1=O (configuration not stated)	-5	-16	1

Carrying on.
Molecule,PPARg SRC2 recr,STAT1 blocker,SRC2 TRFRET art,S1P3 antag,TLR4-MyD88 BLA,STAT3 activator,ROMK primary,PPARg SRC3 recr,PPARg SRC-1 ag,STAT3 inh,RAM network inh
N#Cc1cc2c(=O)n3ccccc3nc2n(Cc2cccnc2)c1=N,-4,7,1412,nt,-5,106,nt,-10,-1,-2,nt
Cc1ccc(Nc2nc(Cl)nc(N(C)C#N)n2)cc1,6,25,1571,nt,10,132,nt,12,2,-27,2.8
NS(=O)(=O)c1ccc(NN=C2CCN(Cc3ccccc3)CC2)c([N+](=O)[O-])c1,3,23,1770,-1,-13,96,-2.4,5,2,10,2.0
Cc1cccn2c(CN(C)CC3Cc4ccccc4O3)c(C(=O)N3CCCCC3)nc12 (configuration not stated),7,5,1628,-27,-2,102,-0.29,3,9,4,1.9
CC(C)(C)c1ccc(C(=O)NCC(=O)OCc2ccc([N+](=O)[O-])cc2)cc1,1,4,1797,-4,1,108,nt,6,5,-10,4.0
Cc1cccn2c(=O)c3cc(C#N)c(=N)n(CCCN4CCOCC4)c3nc12,10,-4,1520,nt,12,104,0.42,2,11,-3,nt
O=C(c1cccnc1)N1CCN(Cc2ccccc2Br)CC1,-3,3,1424,nt,0,96,nt,-7,7,6,0.9
O=C(CCCSc1nc2ccccc2[nH]1)NCc1ccccc1,0,12,1578,-14,1,92,nt,5,-1,8,-1.8
O=C(O)CSCCc1ccccn1,6,-10,1615,56*,7,107,-0.11,1,10,-5,1.4
COCCn1c(=O)[nH]c(=O)c2c1nc(-c1cc(Br)c3c(c1)OCO3)n2Cc1ccccc1,3,4,1777,-9,-21,100,-1.9,6,10,2,0.0
Cc1ccc(S(=O)(=O)[N-]c2nc3ccccc3nc2-n2cc[n+](CCC(C)C)c2)cc1,8,4,1621,nt,2,98,0.19,-2,1,2,3.3
Cc1nnsc1SCCNC(=O)c1ccc(F)cc1,5,-6,1696,nt,-2,96,nt,8,1,11,0.6
O=C(Nc1ccc2c(c1)nc1n2CCOC1)c1ccco1,-3,-23,1614,-41,-3,99,nt,8,2,5,0.9
Cc1ccc(NC(=O)Nc2ccc(F)cc2)nc1,-3,-48,1485,15,-3,97,-0.61,-11,-4,7,0.8
COc1ccc(OCC(=O)Nc2ccc(N3CCOCC3)c(Cl)c2)cc1,-2,8,1621,-21,-5,96,nt,-1,-2,7,-0.9
CN1/C(=C/C(=O)c2cccs2)Sc2ccccc21,1,-44,1386,nt,6,163*,nt,-6,5,-70,1.3
CC(=O)Nc1ccc(N=Nc2ccc(O)cc2)cc1,-7,-59,1581,-5,-10,93,-2.2,0,1,6,-0.7
COC(=O)c1sc2nc(SCc3cccc(Cl)c3)n(N)c(=O)c2c1C,0,-3,1667,-5,-7,104,0.27,3,-14,-8,2.0
Cc1ccc(Nc2nc(NCC3CCCO3)nc(N)c2[N+](=O)[O-])cc1 (configuration not stated),-3,8,1542,4,-14,82,nt,2,-2,20,2.5
Cc1cc2oc(C(=O)Nc3c(C)n(C)n(-c4ccccc4)c3=O)c(C)c2cc1Cl,5,-4,1582,13,1,97,-0.51,1,10,4,-1.4
CC1CCc2sc(C(=O)NN)cc2C1 (configuration not stated),4,-7,1653,8,-17,103,0.1,5,6,-2,0.6
O=C(COC(=O)c1c2c(nc3ccccc13)CCCC2)Nc1ccc2c(c1)OCO2,9,-5,1472,nt,-10,88,nt,-1,9,18,0.1
COc1ccc2[nH]c(=O)c(C(c3nnnn3C3CCCC3)N(C)C3CCCCC3)cc2c1 (configuration not stated),-3,-8,1374,-4,-3,106,-0.3,-3,-6,-6,-0.1
CCOC(=O)c1ccc(NC(=O)Oc2ccccc2)cc1,-2,-6,1510,8,-1,104,nt,-3,-5,2,-0.4
Cc1ccc(C(=O)O/N=C(\N)c2nonc2N)cc1,4,-38,1494,-5,-7,96,nt,4,0,0,0.1
COc1c(Cl)ccc(Cl)c1C(=O)NC(=S)N1CCOCC1,5,1,1619,-4,13,98,0.03,4,-3,9,-0.1
O=C(CCSc1ccccn1)Nc1ccc(Br)cc1,-1,-45,1397,-5,2,103,nt,4,5,-1,0.8
CC(=NCCN1CCNCC1)C1=C(O)CC(C)(C)CC1=O,0,-2,1547,8,-11,99,nt,-3,4,4,-1.0
CCOC(=O)C(C)Sc1nnc2n1C(C)(C)Cc1ccccc1-2 (configuration not stated),2,5,1545,16,10,75,nt,2,-2,35,0.5
CCN(CC)c1nc(Nc2ccc(Cl)cc2)nc(OCC#N)n1,-8,-19,1349,39,-2,82,0.13,9,-2,22,4.0
COc1ccc(OC)c(CC(NC(C)=O)C(=O)NC2CCN(c3cc(C)nc4ncnn34)CC2)c1 (configuration not stated),4,6,1603,-7,2,104,0.86,3,0,2,0.7
COc1cccc(NC(=O)CSc2nnc(Cn3cnc([N+](=O)[O-])n3)n2C)c1,11,-5,1451,14,-4,104,0.54,-3,-4,-4,0.4
O=C(CSc1ccc(-c2ccccc2)nn1)NCc1ccco1,13,-3,1540,nt,-1,95,-0.17,-11,-3,10,0.2
CO/N=C/c1ccc(Oc2ccc([N+](=O)[O-])cc2[N+](=O)[O-])c(OC)c1,11,2,1485,-11,-2,94,0.1,3,-4,15,5.3
COc1cc(C(=O)Nc2cccc(C(C)=O)c2)cc(OC)c1OC,-6,4,1690,-8,-8,101,-0.28,-2,4,4,0.3
CC(c1cccnc1)N(C(=O)Nc1ccccc1)C1CCCCC1 (configuration not stated),5,-9,1716,-14,-13,102,nt,9,6,6,0.6
Cc1cccc(NC(=O)N2CCN(Cc3ccc(Cl)cc3)CC2)c1,-12,4,1661,0,1,102,-0.47,4,3,9,-0.1
COc1cc(NC(=O)c2cc3nc(C)cc(C)n3n2)c(OC)cc1Cl,4,-35,1397,-8,0,101,nt,-3,-1,5,0.6
O=C1C2C3C=CC(C4CC34)C2C(=O)N1Cc1ccco1 (configuration not stated),-3,-13,1560,-6,10,105,1,-1,-2,-2,1.3
Oc1ccc(Cl)cc1C=Nc1ccc2c3c(cccc13)CC2,19,9,1549,2,-8,99,0.53,7,9,1,2.5
